p53 reactivation: re-activators of mutant p53. H1299 p53-A138V BP100-luciferase reporter, luminescence, 24 h. Potency, µM (doses to about 92.2 µM), without a hit: at the highest dose activity change, positive = activation, most hits filed as activators. 0.063% of 320,000 active; note: % of control where 0% means no effect; nearly all actives have a fitted effect of over 45% in size
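p53-null H1299 cells stably carrying temperature-sensitive p53-A138V and a BP100-luciferase reporter were pinned with compounds (4-point, 1:5 series) and held 24 hrs at 37 deg C. Luminescence was read 10 min after detection reagent.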
ELG1 genotox: induces genotoxicity in HEK293T cells with luciferase-tagged ELG1; HEK293T ELG1-luciferase reporter, luminescence, 16 h; Potency, µM (top dose mostly 46 µM), for the others: at the top dose activity change, positive = activation, most hits filed as activators; 1.3% of 330,000 active; AID 504466; note: % of control where 0% means no effect; nearly all actives have a fitted effect of over 60% in size
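DMSO vehicle served as control against compound-treated ELG1-luciferase HEK293T cells; exposure lasted 16 hr at 37 °C and 5% CO2, followed by ONE-Glo luminescence detection after 30 min.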
RORg inh: inhibitors of mouse ROR gamma transcriptional activity | P51450 | Drosophila S2 Gal4-RORgamma UAS-luciferase reporter, 20 h | Potency, µM (top dose mostly 53.6 µM), without a hit: at the highest dose activity change, negative = inhibition, usual class: inhibitors | 5.4% of 310,000 active; note: % is set by controls: 0 for no effect and ±100 for the full control effect; nearly all actives have a fitted effect of over 60% in size
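Drosophila Schneider cells stably carrying a metallothionein-driven Gal4 DBD–ROR gamma fusion and a UAS-Photinus luciferase reporter were exposed to compound for 1 hr, then induced with copper sulfate (700 uM final) for 20 hr at ambient temperature before luminescence reading.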
Gal4-VP16 FLuc: Gal4-VP16 reporter inhibition counter-screen. Drosophila S2 Gal4-VP16 UAS-luciferase, luminescence, 20 h. Potency, µM (highest dose often 53.6 µM), inactives show at the top dose activity, negative = inhibition, usual class: inhibitors. 3.5% of 310,000 active;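 note: Gal4-VP16 expression switched on by copper sulfate through the metallothionein promoter; % is set by controls: 0 for no effect and ±100 for the full control effect; nearly all actives have a fitted effect of over 50% in size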
MBNL1 CUG block: blocks human MBNL1 binding to CUG repeat RNA | TR-FRET MBNL1-His/biotin-(CUG)12 binding, 665/545 ratio | Potency, µM (series often up to 57.5 µM), without a hit: at the highest dose activity change, negative = inhibition, hits mostly inhibitors | 0.036% of 280,000 active | AID 2675; active = well fitted inhibition curve with a large enough effect in the signal ratio, with a control signal flat, not every such curve was filed as active; inconclusive = small, poorly fitted or top-dose-only effect, or effect the other way, or a change in a side signal; inactive = no such curve, though single readings can be large or run the other way; the % refers to the signal ratio; note: % is set by controls: 0 for no effect and ±100 for the full control effect
Target sequence (Q9NR56 whole entry, looked up): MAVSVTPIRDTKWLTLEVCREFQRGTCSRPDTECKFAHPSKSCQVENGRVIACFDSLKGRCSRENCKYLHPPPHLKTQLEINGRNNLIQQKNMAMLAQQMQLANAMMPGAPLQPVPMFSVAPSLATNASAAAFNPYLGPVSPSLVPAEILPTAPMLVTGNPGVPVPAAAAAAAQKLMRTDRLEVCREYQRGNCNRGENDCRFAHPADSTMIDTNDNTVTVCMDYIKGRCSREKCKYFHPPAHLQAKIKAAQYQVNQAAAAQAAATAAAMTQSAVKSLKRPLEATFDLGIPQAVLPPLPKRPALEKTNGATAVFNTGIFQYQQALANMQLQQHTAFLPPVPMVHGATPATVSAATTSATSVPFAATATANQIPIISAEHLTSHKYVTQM
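TR-FRET readout: Ex 340 nm, 665/545 nm emission ratio, normalized to buffer-only (basal) and MBNL1-(CUG)12 controls. Complex of MBNL1-His with Biotin-(CUG)12, compounds 92 nM–58 uM, incubated 60 min at room temperature.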
MLL CXXC-DNA inh: MLL CXXC-DNA interaction inhibition. 0.037% of 290,000 active. MLL-CXXC / FITC-HOXA9 DNA fluorescence polarization. Potency, µM (series often up to 115 µM), inactives show top-dose activity change, negative = inhibition, most hits filed as inhibitors. Q03164; active = well fitted inhibition curve with a large enough effect in the polarisation, with a control signal flat, not every such curve was filed as active; inconclusive = small, poorly fitted or top-dose-only effect, or effect the other way, or a change in a side signal; inactive = no such curve, though single readings can be large or run the other way; the % refers to the polarisation
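Purified MLL-CXXC (added from a 7 uM solution) was preincubated 5 min at ambient with pinned compounds in 50 mM Tris-HCl pH 7.5, 50 mM NaCl, 1 mM DTT, 0.05% BSA. Fluorescein-labeled HOX-A9 DNA (50 nM solution) followed, 30 min, then polarization read.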
NPC1 promoter act: NPC1 promoter activation; Huh7 NPC1 promoter luciferase reporter, 24 h; Potency, µM (doses to about 9.22 µM), inactives show at the top dose activation, actives largely listed as activators; 2.4% of 320,000 active; AID 485313;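 note: % of control where 0% means no effect; nearly all actives have a fitted effect of over 60% in size; reporter is driven by a mutant NPC1 promoter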
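Huh7 cells stably carrying NPC1 promoter–luciferase, plated in Opti-MEM with 10% FBS for 2 h, were exposed to compound in DMSO for 24 h at 37 °C; luciferase reagent was added for 10 min and luminescence read.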
FLuc counter: inhibits or activates purified firefly luciferase, miR-21 counter-screen; P08659; purified FLuc, Km substrates, luminescence inhibition; Potency, µM (doses to about 57.5 µM), for the others: at the top dose activity change, negative = inhibition, hits mostly inhibitors; 6.9% of 360,000 active; AID 588342;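 note: plate controls were vehicle for no effect and reference inhibitor for full effect; nearly all actives have a fitted effect of over 55% in size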
Target sequence (P08659 whole entry, looked up): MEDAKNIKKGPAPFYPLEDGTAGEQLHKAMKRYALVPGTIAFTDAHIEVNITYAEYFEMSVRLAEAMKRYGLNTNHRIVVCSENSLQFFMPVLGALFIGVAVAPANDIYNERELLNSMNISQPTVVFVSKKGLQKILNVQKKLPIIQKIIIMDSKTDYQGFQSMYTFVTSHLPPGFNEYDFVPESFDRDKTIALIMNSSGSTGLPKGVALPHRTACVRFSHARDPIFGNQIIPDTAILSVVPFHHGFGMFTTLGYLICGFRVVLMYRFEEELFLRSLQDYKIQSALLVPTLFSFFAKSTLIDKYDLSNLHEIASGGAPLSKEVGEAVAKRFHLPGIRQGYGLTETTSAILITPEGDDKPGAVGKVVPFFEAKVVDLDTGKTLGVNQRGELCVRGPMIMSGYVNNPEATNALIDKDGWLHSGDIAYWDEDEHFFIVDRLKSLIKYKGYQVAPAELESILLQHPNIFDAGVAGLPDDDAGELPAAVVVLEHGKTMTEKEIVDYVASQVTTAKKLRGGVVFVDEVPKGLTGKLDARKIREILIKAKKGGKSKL
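Purified P. pyralis luciferase (10nM final) with 10uM D-luciferin and 10uM ATP (Km levels) in 50mM Tris acetate pH 7.5, 10mM Mg acetate, 0.01% Tween-20, 0.05% BSA; qHTS 6-point titration, ~60 µM downward; luminescence read.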
Rab9 promoter act: activates the Rab9 promoter | Huh7 Rab9 promoter-luciferase reporter, luminescence, 24 h | Potency, µM (top dose mostly 9.22 µM), without a hit: at the top dose activation, negative = inhibition, usual class: activators | 2.8% of 320,000 active | AID 485297; note: % of control where 0% means no effect; nearly all actives have a fitted effect of over 60% in size
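Using Huh7 cells stably transfected with Rab9 promoter–luciferase, compounds were incubated 24 h at 37 °C, 5% CO2; luciferase luminescence was read 10 min after reagent addition.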
BRCA1 expr up: increases BRCA1 expression; 1.1% of 380,000 active; AID 624202; MCF7-BRCA1-FFLuc reporter, luminescence, 48 h; response scale: scaled: vehicle 0%, 10 µM genistein 100%; Potency, µM (series often up to 46.1 µM), inactives show top-dose activation, most hits filed as activators; note: nearly all actives have a fitted effect of over 80% in size; some results filed as inactive show a strong effect at the top dose
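Luminescence from a BRCA1-driven firefly luciferase in MCF7 cells was the read-out, taken 15 min after substrate addition following 48 h compound exposure at 37 °C. Data were normalized to a 10 microM genistein control and DMSO vehicle.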
uPA generation: cell surface uPA generation inhibition. 0.31% of 330,000 active. Potency, µM (top dose mostly 38.3 µM), inactives show top-dose activity change, negative = inhibition, actives largely listed as inhibitors. cell surface uPA generation assay, qHTS; active = well fitted inhibition curve with a large enough effect; inconclusive = small, poorly fitted or top-dose-only effect; inactive = no such curve, though single readings can be large or run the other way; tested in mouse RAW 264.7 cells; note: % is set by controls: 0 for no effect and ±100 for the full control effect; nearly all actives have a fitted effect of over 55% in size
Active calls of the source: *; ? = inconclusive; · = no result given; & = joins results of further samples; [ ] = dose if it differs, or a comment. Unless noted, calls come from the whole dose curve; as a rule, active = well fitted curve in the direction sought with a large enough effect; inconclusive = small, poorly fitted or top-dose-only effect, or another doubt; inactive = no such curve, though single readings can be large; an effect the other way counts as inactive or inconclusive. Potency is the fitted concentration of half-maximal effect. Not all compounds are listed; rates above refer to the full screens.

Order of results – p53 reactivation | ELG1 genotox | RORg inh | Gal4-VP16 FLuc | MBNL1 CUG block | MLL CXXC-DNA inh | NPC1 promoter act | FLuc counter | Rab9 promoter act | BRCA1 expr up | uPA generation
> Cn1c(CCN2CCCCC2)nc2cc(NC(=O)COc3ccc([N+](=O)[O-])cc3)ccc21
  8% | -3% | 1% | 5% | ? | -2% | -4% | 2% | 1% | 0% | -12%
> CN(C)S(=O)(=O)c1cccc(NC(=O)COC(=O)CNC(=O)c2ccccc2F)c1
  -2% | 4% | 6% | -4% | -13% | 2% | 2% | -15% | -2% | 8% | -2%
> Cc1ccc(CN2CCSc3ccc(C(=O)NCc4ccco4)cc32)cc1
  -2% | -1% | ? | -2% | 42%[activator] | -4% | -7% | -11% | -6% | -33% | 4%
> CCc1sc(N(C(=O)Cc2ccccc2)c2ccc(F)cc2)nc1-c1ccccc1
  1% | -1% | 7% | 7% | 1% | 11% | 1% | -1% | -4% | -30% | -1%
> Cc1ccc(CNC(=O)COc2ccc3c(c2)CCC3)cc1
  1% | 0% | ? | ? | -24% | 9% | -1% | 4% | -3% | 2% | 22%
> Cc1ccc(NC(=O)C(SCC(=O)O)c2ccccc2)cc1C (stereo not drawn)
  5% | 0% | ? | 19% | -3% | 10% | 1% | ? | 4% | -2% | -3%
> Cc1ncc([N+](=O)[O-])n1CC(=O)NCCc1ccccc1
  1% | 3% | -21% | -3% | · | 4% | 1% | -1% | 0% | -7% | -4%
> CN1C(=O)C2(OCCCO2)c2ccccc21
  -5% | 3% | 6% | 1% | -2% | 2% | -1% | -1% | 0% | 8% | 13%
> Cc1cccc(/N=C/c2sc3ccccc3c2O)n1
  16% | 4.6µM* | -33% | -18% | 3% | ? | 21% | 0.48µM* | ? | ? | -4%
> Cc1cc(C)nc(NC2=NCC(=O)N2c2ccc(Cl)cc2)n1
  3% | -8% | 0.22µM* | -12%[0.365 µM] | -3% | -12% | -1% | 1% | 12% | -8% | -1%
> Cc1cccc(CN2CCN(c3ncccn3)CC2)c1
  ? | -1% | 20% | -7% | -1% | -7% | -4% | -3% | -5% | -5% | 3%
> S=c1[nH]nc(CCc2ccccc2)n1-c1ccccc1
  0% | 0% | 5.6µM* | 11µM* | ? | -2% | 1% | -10% | 0% | -13% | 3%
> O=C(NCc1ccco1)C(=O)NCC1OCCN1C(=O)c1ccc(Cl)cc1 (stereo not drawn)
  4% | 0% | 29% | 9% | 13% | 13% | 3% | -3% | 0% | 10% | 2%
> CS(=O)(=O)N(CC(=O)Nc1c(F)cccc1F)Cc1ccccc1
  · | -5% | 16% | 17% | -6% | 12% | 1% | 0% | 4% | 0% | 5%
> COCCN(C(=O)COc1ccc(Cl)cc1)c1nnc(-c2cccnc2)s1
  1% | ? | ? | -4% | -1% | 2% | -2% | 3% | 1% | 2% | 1%
> CCOC(=O)CNC(=O)c1cc2c(=O)[nH]c3ccc(C)cc3c2s1
  1% | -1% | -9% | -3% | 18% | ? | 4% | -1% | 0% | 3% | 2%
> CCOc1ccc(N2CC(C(=O)Nc3cccnc3)CC2=O)cc1 (stereo not drawn)
  · | 0% | · | · | -6% | 7% | -4% | -1% | 1% | 7% | 2%
> Cc1ccc(N2CCN(S(=O)(=O)N3CCCCC3)CC2)c(C)c1
  9% | -4% | 13% | -4% | -4% | -5% | -4% | 8% | -2% | -1% | -2%
> Cc1cccc(C)c1NC(=O)/C(C#N)=C/c1ccc(-c2ccc(C(=O)O)cc2)o1
  ? | ? | -65% | ? | 22% | -3% | 0.63µM* | 12µM* | 2.5µM* | ? | 1%
> CC(=O)Nc1ccc(S(=O)(=O)N2CCSC2c2ccc(Cl)cc2)cc1 (stereo not drawn)
  -1% | -24% | 43% | -27% | 1% | -7% | -2% | 1% | 0% | -36% | 7%
> COc1cc(NC(=O)COc2ccc(-n3ccnc3)cc2)cc(OC)c1
  -3% | -19% | 7% | 5% | -6% | 2% | -10% | -7% | -10% | -5% | -2%
> COC(=O)Nc1nnc(-c2ccccc2OC)s1
  4% | ? | -31% | -3% | 4% | -9% | 3.5µM* | 11µM* | 2.2µM* | 53% | -20%
> CC1(C)C(=O)Nc2ccccc2N1C(=O)CN1C(=O)C(=O)N(C2CCCC2)C1=O
  -3% | 0% | -17% | -17% | · | 7% | 0% | -9% | 12% | 0% | 1%
> Cc1cc(Cl)ccc1OCC(=O)OCC(=O)c1c(N)n(C)c(=O)n(C)c1=O
  -5% | 1% | · | · | · | · | -1% | -12% | 1% | 7% | -3%
> O=C(NCCCn1ccnc1)c1cccc(Br)c1
  -2% | -1% | 29% | -5% | 3% | 4% | 9% | 0% | -5% | -19% | -11%
> COc1ccc(C)c(NC(=O)NCCc2cnc[nH]2)c1
  ? | 0% | 15% | 0% | -8% | -1% | -2% | 0% | 11% | -35% | 0%
> CN1CCN/C1=C(/C(Cl)=C(Cl)Cl)[N+](=O)[O-]
  3% | 1% | -36% | -1% | -3% | 0% | -1% | -1% | 4% | ? | 1%
> CN(C)CCCN(C(=O)COc1ccc(Cl)cc1)c1nc2cc3c(cc2s1)OCCO3
  1% | 15% | · | · | · | · | 1% | 1% | -3% | -39% | -4%
> COc1ccc2nc(Nc3nc(CSc4nnc(C)s4)cc(=O)[nH]3)nc(C)c2c1
  8% | 4% | -7% | -3% | -8% | 3% | -4% | ? | -7% | · | ·
> CCc1cccc(NC(=O)CN(C)C2=NS(=O)(=O)c3ccccc32)c1
  -5% | -2% | · | · | · | · | -4% | -8% | -2% | -24% | -6%
> C/C(=C\C(=O)C(F)(F)F)Nc1cc(C)cc(C)c1
  3% | 0% | 106% | -28% | -11% | -12% | -4% | 0% | -1% | 1% | 7%
> CCN(CC(=O)Nc1ccccc1C(F)(F)F)C(=O)c1cccc(S(=O)(=O)N2CCN(C)CC2)c1
  -3% | -4% | · | · | · | · | 5% | 3% | -3% | -2% | 7%
> COc1cccc(NC(=O)Cn2nnc(C(=O)NCc3cccs3)c2N)c1
  10% | 0% | 4% | 8% | -2% | 0% | -8% | 11%&0% | 1% | 0% | 7%
> COc1ccc(S(=O)(=O)NC2CCCCC2)cc1-n1cnnn1
  -4% | 1% | 1% | 0% | 0% | 23% | -2% | -3% | 10% | 0% | 0%
> CCOC(=O)c1c(NC(=O)c2cc(C)on2)c2cc([N+](=O)[O-])ccc2n1C
  1% | 4% | 0% | -4% | -1% | -6% | -1% | 0% | 0% | 0% | -14%
> Cc1cc(C)c(NC(=O)CSc2nc3ncc(Br)cc3[nH]2)c(Cl)c1
  -7% | -5% | 3% | -11% | 43%[activator] | 1% | -6% | 1% | -7% | -15% | 7%
> O=C(NCCCN1CCOCC1)C(=O)c1c[nH]c2ccccc12
  -12% | -2% | 8% | 5% | 3% | -4% | 0% | -1% | 0% | 3% | 0%
> COc1ccc(CNC(=O)c2ccc(N3CCCC3=O)cc2)cc1
  ? | 17% | 17% | 3% | 8% | -4% | 24% | -15% | 22% | ? | ·
> Cn1c(CO)cnc1-c1ccccc1
  -1% | 2% | 28% | 10% | -15% | -1% | 1% | -1% | 2% | -3% | -5%
> Cc1ccc(S(=O)(=O)NCCCNS(C)(=O)=O)cc1
  -3% | -2% | -17% | -3% | 9% | 2% | 0% | -1% | -1% | 14% | ·
> O=C(CC1C(=O)NCCN1Cc1cccc(F)c1)NC1CCCCCC1 (stereo not drawn)
  3% | 5% | 15% | -9% | 2% | 30% | -3% | 0% | 8% | -13% | 4%
> NC(=O)COC(=O)c1sc2cc(F)ccc2c1Cl
  -4% | -3% | -6% | 9% | ? | 3% | -1% | ? | 9% | 0% | 0%
> CCOC(O)[C@H]1N[C@@H](c2ccc(Cl)cc2)[C@@H]([N+](=O)[O-])[C@@H]1c1ccccc1 (stereo partly drawn)
  16% | -1% | -4% | -1% | -2% | 1% | 1% | -14% | 2% | -2% | -1%
> COc1cccc(=O)c2c(C)n(-c3ccc(C(=O)O)cc3)c(C)c12
  0% | 0% | -17% | 1% | ? | 6% | 2% | -3% | -10% | 4% | -1%

Bioassay records as filed in PubChem.
